# Assay outcomes from PubChem.
# Rac1 wt GTP bind = human Rac1 wildtype GTP binding, inhibitors and activators. actives 0.27% (n = 190,000). GTP binding activity (% of control), % at 10 µM. GST-Rac1 beads, fluorescent GTP binding, flow cytometry; actives lie on both sides; 0 = cold GTP competed, 100 = untreated;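 active means GTP binding activity at least 20 points away from the 100% control level, either lower or higher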
# Bcl-XL Bim block = human Bim-Bcl-XL interaction inhibition; actives 0.04% (n = 190,000); AID 1007; Q07817; Bim peptide-Bcl-XL binding, bead flow cytometry, fluorescence; inhibition, % at 10 µM
# Target sequence (Q07817 whole entry, looked up): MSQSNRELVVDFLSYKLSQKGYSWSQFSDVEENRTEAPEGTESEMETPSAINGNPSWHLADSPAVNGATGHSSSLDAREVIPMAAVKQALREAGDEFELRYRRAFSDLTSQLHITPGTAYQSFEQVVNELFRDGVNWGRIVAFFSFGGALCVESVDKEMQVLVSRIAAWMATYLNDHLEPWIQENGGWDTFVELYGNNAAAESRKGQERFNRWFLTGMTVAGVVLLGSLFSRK
# Cdc42 wt GTP = modulators (inhibitors or activators) of GTP binding to human Cdc42 wildtype; GST-Cdc42 beads, Bodipy-GTP binding, flow cytometry; actives lie on both sides; P60953; AID 761; percent activity (GTP binding), % at 10 µM; actives 0.2% (n = 190,000);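 active means percent activity GTP binding at least 20 points away from the 100% baseline, either down as inhibitor or up as activator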;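 further: median bead fluorescence of bound Bodipy-FL-GTP at 100 nM; 0% = excess unlabeled GTP control and 100% = no compound control; below 100% means less GTP binding so inhibitor and above means activator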
# Target sequence (P60953 whole entry, looked up): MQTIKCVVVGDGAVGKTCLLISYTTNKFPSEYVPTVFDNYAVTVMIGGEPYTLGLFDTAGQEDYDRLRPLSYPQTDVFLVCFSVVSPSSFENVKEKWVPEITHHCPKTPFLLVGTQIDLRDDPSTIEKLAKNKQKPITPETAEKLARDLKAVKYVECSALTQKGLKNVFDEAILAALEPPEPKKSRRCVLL
# Bim-Bcl-B = disrupts Bim peptide binding to human Bcl-B. Q9HD36. bead-based flow cytometry. inhibition, % at 10 µM. actives 0.073% (n = 190,000). AID 951;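 further: 0% = tracer peptide without compound and 100% = reference inhibitor peptide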
# Target sequence (Q9HD36 whole entry, looked up): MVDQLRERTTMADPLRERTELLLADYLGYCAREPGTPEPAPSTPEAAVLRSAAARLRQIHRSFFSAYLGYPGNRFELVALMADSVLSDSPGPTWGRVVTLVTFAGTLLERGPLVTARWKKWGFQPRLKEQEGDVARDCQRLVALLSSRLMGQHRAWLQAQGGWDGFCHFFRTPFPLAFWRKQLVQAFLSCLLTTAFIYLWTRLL
# Rab7 wt GTP bind = dog Rab7 wildtype GTP binding, inhibitors and activators | AID 758 | GST-Rab7 beads, fluorescent GTP binding, flow cytometry; actives lie on both sides; untreated = 100%, excess cold GTP = 0% | actives 0.055% (n = 190,000) | GTP binding activity (percent of control), % at 10 µM;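 active means fluorescent GTP binding to Rab7 beads changed by at least 20 points from the 100% baseline, either direction, mostly lower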;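 further: median green fluorescence of bound Bodipy-FL-GTP per Rab7 bead population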
# Rac1 act GTP bind = alters GTP binding to activated mutant human Rac1. actives 0.11% (n = 190,000). percent activity (GTP binding), % at 10 µM. GST-Rac1 activated beads, fluorescent GTP binding, flow cytometry; actives lie on both sides; 100% means binding = to untreated wells. P63000. AID 764;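 active means GTP binding at least 20 percentage points away from the 100% baseline, in either direction, so actives lie on both sides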
# Bcl-2 Bim block = inhibitors of Bim-Bcl-2 interaction, human | P10415 | Bead-based flow cytometry, Bim peptide-Bcl-2 binding | inhibition, % at 10 µM | actives 0.06% (n = 190,000) | AID 950; in the data active means inhibition above about 40%;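 further: 0% = no compound wells with probe peptide and 100% = reference peptide inhibitor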
# Bim-Bfl-1 = disrupts Bim binding to human Bfl-1; Q16548; Bead-based flow cytometry, Bim-Bfl-1 binding inhibition; inhibition, % at 10 µM; actives 0.12% (n = 190,000);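 further: 0% = wells without compound plus tracer and 100% = blocker peptide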
# Bcl-W Bim block = inhibitors of Bim-Bcl-W interaction, human | inhibition, % at 10 µM | actives 0.02% (n = 190,000) | AID 952 | bead-based flow cytometry, Bim peptide-Bcl-W binding;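 further: 0% = bound tracer without compound and 100% = peptide blocker; higher means less fluorescent Bim peptide bound to Bcl-W beads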
# Target sequence (Q92843 whole entry, looked up): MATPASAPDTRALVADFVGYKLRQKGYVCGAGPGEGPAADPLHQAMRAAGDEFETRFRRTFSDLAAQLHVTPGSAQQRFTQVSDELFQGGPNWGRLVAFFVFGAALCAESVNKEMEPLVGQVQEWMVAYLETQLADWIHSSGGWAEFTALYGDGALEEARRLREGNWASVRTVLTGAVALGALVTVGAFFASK
# HRas wt GTP = human HRas wildtype GTP binding, change in either direction. P01112. GST-Ras wt beads, Bodipy-FL-GTP binding, flow cytometry; actives lie on both sides. GTP binding activity, % at 10 µM. actives 0.14% (n = 190,000). AID 759;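 active means GTP binding activity at least 20% away from the 100% baseline, either lowered as inhibitor or raised as activator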;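 further: 0% = unlabeled GTP competition control and 100% = no-compound control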
# Target sequence (P01112 whole entry, looked up): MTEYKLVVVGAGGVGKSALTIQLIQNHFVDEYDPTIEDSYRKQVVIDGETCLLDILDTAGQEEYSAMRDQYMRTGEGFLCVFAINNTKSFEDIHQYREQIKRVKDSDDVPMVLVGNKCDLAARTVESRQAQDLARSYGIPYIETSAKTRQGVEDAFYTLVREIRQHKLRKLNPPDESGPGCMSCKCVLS
# Rab2A wt mod = changes GTP binding to wildtype dog Rab2A, up or down; P61105; GST-Rab2 wt beads, Bodipy-GTP binding, flow cytometry; GTP binding activity, % at 10 µM; actives 0.19% (n = 190,000);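 active means GTP binding activity at least 20 points away from 100%, either lowered or raised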;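 further: 0% = beads with excess unlabeled GTP and 100% = no-compound control corrected for plate trend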
# Active calls of the source: *. Unless noted, no stated cut-off is given here; in the data, active means inhibition above about 40%. Compounds were not picked by outcome. Share with any hit: about 0.62%.
Rac1 wt GTP bind	Bcl-XL Bim block	Cdc42 wt GTP	Bim-Bcl-B	Rab7 wt GTP bind	Rac1 act GTP bind	Bcl-2 Bim block	Bim-Bfl-1	Bcl-W Bim block	HRas wt GTP	Rab2A wt mod	Structure
102.0	-8.0	102.0	-12.0	98.0	101.0	-6.0	-6.0	-6.0	102.0	100.0	COC(=O)c1ccc(N=NNc2ccc(C(=O)OC)cc2)cc1
101.0	0.0	99.0	-4.0	97.0	97.0	-2.0	-11.0	1.0	98.0	97.0	COc1cc(NS(=O)(=O)c2ccc(NC(=O)COc3ccccc3Cl)cc2)nc(OC)n1
95.0	-3.0	91.0	-2.0	99.0	94.0	0.0	1.0	1.0	95.0	96.0	CNCCCOc1ccc2c(c1)CCC2
99.0	2.0	102.0	0.0	106.0	99.0	0.0	-2.0	3.0	100.0	101.0	Cc1ccc(S(=O)(=O)N2CCCC(C(=O)NCC(C)C)C2)cc1 (stereo not given)
103.0	-1.0	101.0	0.0	95.0	96.0	0.0	-2.0	2.0	97.0	99.0	CN(C)S(=O)(=O)c1ccc(Cl)c(NC(=O)CN2CCc3ccccc3C2)c1
105.0	-5.0	99.0	-12.0	99.0	100.0	-7.0	-14.0	0.0	100.0	100.0	Cc1cc(C)c(S(=O)(=O)N(C)CC(=O)N2CCCCC2)c(C)c1
100.0	-19.0	100.0	-7.0	98.0	97.0	-7.0	-13.0	-2.0	99.0	99.0	Cc1cc(C(=O)OCC(=O)Nc2cc(C(F)(F)F)ccc2N2CCOCC2)c(C)o1
96.0	0.0	96.0	-3.0	96.0	97.0	-7.0	-7.0	0.0	97.0	97.0	Cc1cccn2c(=O)c3cc(C(=O)NC4CCS(=O)(=O)C4)sc3nc12 (stereo not given)
104.0	1.0	107.0	0.0	102.0	100.0	-3.0	0.0	1.0	104.0	101.0	Cc1ccc(C(=O)c2cc3ccccc3o2)cc1C
105.0	-5.0	101.0	-6.0	99.0	99.0	-2.0	-1.0	-4.0	98.0	101.0	COc1ccc(/C=C/C(=O)Nc2nc(C)c(C(=O)N(C)C)s2)cc1OC
108.0	-19.0	107.0	-1.0	100.0	101.0	-1.0	0.0	-2.0	103.0	103.0	FC(F)(F)c1ccc(-n2ccnc2)nc1
103.0	-5.0	100.0	-4.0	100.0	100.0	-1.0	1.0	-1.0	101.0	100.0	O=C(N/C(=C/c1cccc([N+](=O)[O-])c1)C(=O)N1CCCCC1)c1cccs1
101.0	-4.0	97.0	-23.0	106.0	95.0	1.0	4.0	-1.0	99.0	97.0	Nc1nc2c(s1)COc1ccccc1-2
96.0	-2.0	97.0	3.0	99.0	98.0	0.0	-7.0	0.0	97.0	100.0	Cn1c(=O)cc(OCCCC(=O)NCc2ccco2)c2ccccc21
101.0	-4.0	98.0	-7.0	104.0	94.0	-9.0	-10.0	-6.0	100.0	100.0	CC(C)CN1CCN(Cc2cccc3cccnc23)CC1CCO (stereo not given)
90.0	10.0	92.0	-16.0	95.0	92.0	11.0	10.0	8.0	90.0	91.0	COc1cc(/C=C2\SC(=S)N(Nc3ncc(C(F)(F)F)cc3Cl)C2=O)cc(OC)c1OC
99.0	-2.0	97.0	-3.0	102.0	96.0	-1.0	-6.0	0.0	94.0	97.0	COc1ccc(NC(=O)c2c(C(F)(F)F)nn(C)c2Cl)cc1
102.0	-4.0	101.0	-5.0	97.0	100.0	-4.0	-6.0	-1.0	100.0	98.0	CC1Cc2nc(SCC(=O)N3CCc4ccccc43)n(C)c(=O)c2S1 (stereo not given)
108.0	-5.0	106.0	-4.0	105.0	99.0	-3.0	-9.0	4.0	103.0	101.0	CCC(C)C(NC(=O)C1CCC(C)CC1)C(=O)NC(C(=O)OC)C(C)C (stereo not given)
107.0	-15.0	105.0	-11.0	104.0	101.0	-10.0	-15.0	-7.0	104.0	102.0	COc1ccc(CCN=C(N)NS(=O)(=O)c2ccccc2)cc1OC
102.0	-1.0	102.0	-1.0	98.0	97.0	-2.0	-4.0	-1.0	103.0	102.0	CCCCOC(=O)C1[C@H]2C(=O)N(Cc3cccs3)C[C@]23C=C[C@H]1O3 (stereo not given in full)
97.0	0.0	100.0	0.0	96.0	97.0	1.0	0.0	3.0	96.0	97.0	CCc1c(C)c2c(C)nn(-c3ccccc3)c2oc1=O
107.0	-5.0	105.0	-9.0	102.0	101.0	4.0	8.0	2.0	101.0	100.0	O=C(c1cc(-c2ccco2)nc2ccccc12)N1CCN(c2ccc(F)cc2)CC1
103.0	1.0	101.0	0.0	101.0	101.0	0.0	-2.0	-1.0	100.0	102.0	Cc1[nH]n(-c2c(Cl)cc(Cl)cc2Cl)c(=O)c1C=Nc1ccc(S(=O)(=O)N2CCOCC2)cc1
99.0	-3.0	99.0	-3.0	97.0	98.0	-2.0	0.0	0.0	99.0	97.0	Cc1cc(=O)c2cc(Br)ccc2[nH]1
105.0	-2.0	103.0	-3.0	99.0	99.0	2.0	0.0	-2.0	102.0	101.0	CCOC(=O)Cc1csc(NC(=O)CSc2nnc(-c3cccnc3)n2Cc2ccco2)n1
99.0	0.0	96.0	0.0	94.0	97.0	0.0	0.0	1.0	96.0	96.0	CCn1c(SCc2ccc(F)cc2)nnc1-c1nn(-c2ccccc2)ccc1=O
96.0	-3.0	95.0	-5.0	104.0	95.0	-7.0	-10.0	-2.0	101.0	95.0	CN(C(=O)CSc1nc(-c2ccccc2)c(-c2ccccc2)o1)C1CCS(=O)(=O)C1 (stereo not given)
106.0	0.0	110.0	0.0	105.0	101.0	0.0	-1.0	0.0	107.0	104.0	CCCCCC(=O)N1CCN(CCN=CC2=C(O)CC(c3ccc(OC)cc3)CC2=O)CC1 (stereo not given)
102.0	-3.0	101.0	-1.0	102.0	97.0	1.0	-3.0	0.0	102.0	101.0	O=C(O)CCCNC(=O)/C(=C\C=C\c1ccccc1)NC(=O)c1ccccc1Cl

# Full records, quoted from the list:
# CC1Cc2nc(SCC(=O)N3CCc4ccccc43)n(C)c(=O)c2S1 (stereo not given) is listed with Rac1 wt GTP bind: 102.0; Bcl-XL Bim block: -4.0; Cdc42 wt GTP: 101.0; Bim-Bcl-B: -5.0; Rab7 wt GTP bind: 97.0; Rac1 act GTP bind: 100.0; Bcl-2 Bim block: -4.0; Bim-Bfl-1: -6.0; Bcl-W Bim block: -1.0; HRas wt GTP: 100.0; Rab2A wt mod: 98.0
# Cc1cc(=O)c2cc(Br)ccc2[nH]1 is listed with Rac1 wt GTP bind: 99.0; Bcl-XL Bim block: -3.0; Cdc42 wt GTP: 99.0; Bim-Bcl-B: -3.0; Rab7 wt GTP bind: 97.0; Rac1 act GTP bind: 98.0; Bcl-2 Bim block: -2.0; Bim-Bfl-1: 0.0; Bcl-W Bim block: 0.0; HRas wt GTP: 99.0; Rab2A wt mod: 97.0

# Carrying on.
Rac1 wt GTP bind	Bcl-XL Bim block	Cdc42 wt GTP	Bim-Bcl-B	Rab7 wt GTP bind	Rac1 act GTP bind	Bcl-2 Bim block	Bim-Bfl-1	Bcl-W Bim block	HRas wt GTP	Rab2A wt mod	Structure
101.0	0.0	100.0	-4.0	99.0	99.0	-2.0	-3.0	0.0	98.0	99.0	Cn1c(NCCCO)nc2c1c(=O)n(Cc1ccccc1F)c(=O)n2C
97.0	-3.0	96.0	-6.0	106.0	98.0	-1.0	-13.0	-3.0	102.0	99.0	O=C(CCS(=O)(=O)Cc1ccccc1F)NCc1ccccc1Cl
100.0	-4.0	94.0	-2.0	105.0	94.0	-4.0	-5.0	4.0	98.0	99.0	Cc1cccc(N(Cc2ccc(Cl)cc2)S(C)(=O)=O)c1
105.0	-1.0	101.0	-3.0	100.0	101.0	0.0	1.0	-1.0	102.0	104.0	Cc1cc2cc(CN(CC3CCCO3)C(=S)Nc3ccccc3)c(=O)[nH]c2cc1C (stereo not given)
99.0	-6.0	98.0	-6.0	101.0	96.0	-6.0	-9.0	0.0	99.0	100.0	COc1ccc(CSc2nc3ccccc3[nH]2)cc1
103.0	-10.0	100.0	-5.0	100.0	96.0	-5.0	-14.0	-2.0	98.0	98.0	CN(Cc1ccccc1)Cc1nc2c([nH]1)c(=O)n(C)c(=O)n2C
102.0	-6.0	98.0	-7.0	93.0	96.0	-3.0	-1.0	-3.0	98.0	96.0	O=C(CN1CCN(S(=O)(=O)c2ccccc2)CC1)Nc1ccc([N+](=O)[O-])cc1
100.0	-1.0	100.0	0.0	103.0	99.0	-1.0	-1.0	0.0	101.0	101.0	c1ccc(Cn2c(-c3cccs3)nc3nc4ccccc4nc32)cc1
103.0	-2.0	101.0	-6.0	100.0	97.0	4.0	5.0	-2.0	98.0	98.0	CCOC(=O)c1c(C)[nH]c(C2=NNC(=Nc3cccc(Cl)c3)SC2)c1C
92.0	1.0	91.0	0.0	92.0	92.0	-6.0	-2.0	0.0	92.0	91.0	Cc1nnc(-c2cccc(Br)c2)c2cn(-c3ccc(Br)cc3)nc12
100.0	-2.0	98.0	0.0	100.0	95.0	0.0	0.0	1.0	101.0	99.0	N#Cc1c(N)nc2c(c1N)CC(=O)N2c1ccccc1-c1ccccc1
102.0	-4.0	105.0	-2.0	95.0	101.0	-2.0	-2.0	0.0	99.0	99.0	C/C(=N\NC(=O)c1ccc(CN2CCOCC2)cc1)c1cccc([N+](=O)[O-])c1
96.0	-2.0	96.0	-3.0	106.0	92.0	-1.0	-2.0	0.0	95.0	101.0	O=C(CN(C(=O)c1ccc(Cl)cc1)N1C(=O)C2C3C=CC(C3)C2C1=O)c1cccs1 (stereo not given)
98.0	-7.0	91.0	-6.0	96.0	96.0	-5.0	-10.0	-4.0	97.0	95.0	Cc1cc(C)cc(N(C(=O)c2nsc(Cl)c2Cl)C(C(=O)NC2CCCC2)c2ccc(O)cc2)c1 (stereo not given)
99.0	-24.0	94.0	-7.0	99.0	95.0	-44.0	-8.0	-7.0	98.0	98.0	CC1(C)Cc2c(sc(NC(=O)C(C)(C)C)c2C#N)C(C)(C)N1
96.0	0.0	97.0	-2.0	104.0	96.0	-7.0	-7.0	1.0	99.0	100.0	C/C(=N\NC(=O)COc1ccc(C)cc1Br)c1cc([N+](=O)[O-])cs1
103.0	5.0	98.0	0.0	107.0	98.0	4.0	-2.0	5.0	102.0	102.0	CCOC(=O)C1=C(C)NC(=O)CC1c1ccccc1OC (stereo not given)
100.0	-4.0	95.0	0.0	100.0	94.0	-4.0	0.0	-2.0	96.0	99.0	Cc1ccc(CSCCNC(=O)/C=C/c2ccccc2Cl)cc1
96.0	-1.0	97.0	-2.0	104.0	94.0	-2.0	-4.0	-3.0	97.0	98.0	Cc1cc(C)nc(CCNC(=O)c2cc(COc3c(F)cccc3F)on2)n1
105.0	0.0	105.0	0.0	102.0	100.0	-1.0	-2.0	-2.0	103.0	101.0	COc1ccc(NC(=S)NC(NC(=O)/C=C/c2ccccc2)C(Cl)(Cl)Cl)cc1 (stereo not given)
107.0	1.0	107.0	0.0	103.0	102.0	2.0	-1.0	5.0	104.0	104.0	Cc1ccc(C2CC(c3cccc(Br)c3)n3nc(N)nc3N2)cc1 (stereo not given)
103.0	-2.0	102.0	0.0	97.0	101.0	-2.0	0.0	0.0	100.0	98.0	O=C(CN1CCC(O)(c2ccc3c(c2)OCO3)CC1)N1CCOCC1
